# ADAM10 inh: ADAM10 inhibition, QFRET primary screen | AID 720582 | 370,000 tested, 0.62% active | recombinant ADAM10, EDANS/DABCYL FRET peptide cleavage, 3 h | inhibition, % at 7 µM | O14672;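 active means inhibition above a per-campaign cutoff equal to the mean of compounds falling between control-based bounds plus 3 SD, cut at about 20% in these data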;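 further: 0% = DMSO wells while the 100% control is not disclosed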
# rCAG binder: molecules binding r(CAG) RNA repeats. r(CAG) RNA repeat, TO-PRO-1 dye displacement fluorescence. inhibition, % at 3 µM. 370,000 tested, 1.3% active;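 active means inhibition above the plate cutoff, the mean of all test compounds on that plate plus 3 SD, cut at about 35% in these data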;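 further: 0% = DMSO alone and 100% = 100 µM mitoxantrone as full dye displacement; higher means more dye released from RNA so lower well fluorescence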
# ASAP1 inh: inhibitors of human ASAP1 ArfGAP activity | inhibition, % at 16.5 µM | Q9ULH1 | ASAP1-stimulated ARF1 GTP hydrolysis, GDP FP detection | AID 624377 | 360,000 tested, 0.19% active; in the data active means inhibition above about 25%;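 further: 0% = vehicle with enzyme and substrate and 100% = no enzyme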
# HGIII-sPLA2 inh: Blocks human group III sPLA2 activity; Q9NZ20; QFRET BODIPY PC-A2 liposome hydrolysis, fluorescence; inhibition, % at 12.2 µM; 370,000 tested, 0.56% active; AID 743126;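 active means inhibition above mean plus 3 SD of compounds lying within the high and low control bounds, cut at about 19% in these data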;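 further: 0% = median of test compound wells and 100% = no enzyme DMSO wells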
# GAA850 FXN act: activators of GAA850 frataxin (FXN) promoter. HEK293 lucGAA850 FXN promoter luciferase reporter, 24 h; percent of 10 µM SAHA response. activation, % at 6 µM. 360,000 tested, 0.56% active;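 active means activation above the average of all compounds screened plus 3 SD, cutoff fixed separately per campaign, cut at about 7.5% in these data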;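 further: 0% = DMSO wells and 100% = 10 µM SAHA wells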
# proKLK7 act: activators of human kallikrein-7 zymogen; P49862; purified proKLK7, EDANS-DABCYL substrate fluorescence; 100% is mature enzyme control, 0% vehicle; activation, % at 7 µM; 370,000 tested, 0.9% active; AID 652039;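 active means activation above the mean of all tested compounds plus 3 SD, computed per campaign excluding outliers beyond control limits, cut at about 13% in these data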
# ARFGAP1 inh: inhibitors of rat ARFGAP1; AID 651572; 360,000 tested, 0.26% active; Arfgap1-stimulated ARF1 GTP hydrolysis, GDP FP detection; Q62848; inhibition, % at 16.5 µM;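 active means inhibition above a per-plate limit, mean inhibition of low control wells plus 3 SD, cut at about 25% in these data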;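 further: 0% = DMSO wells with enzyme and 100% = wells lacking Arfgap1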
#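 material = rat Arfgap1 catalytic domain, aa 1-136 | also added = human ARF1(Δ1-17)-GTP substrate | compound dosing = one concentration, 16.5 µM, DMSO 1.26% | times = GTP hydrolysis reaction 2 h at 25 °C | measured by = FP, GDP Alexa 633 tracer displaced from anti-GDP antibody, 620/688 nm | evaluation = percent inhibition of Arfgap1-stimulated GTP hydrolysis | replication = single well per compound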
# GC-B act: GC-B (human) receptor activation; P20594; HEK293-GC-B cells, CNP EC30, cGMP TR-FRET; 0% at EC30 CNP, 100% saturating CNP; activation, % at 10 µM; 370,000 tested, 0.11% active; AID 1920062;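 active means activation at 10 µM reaching about 35% in either raw or pattern-adjusted values, limit read from the data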
# DDE Tn6 FP inh: disrupts Tn6 cyclic peptide binding to fibrin D-Dimer-E complex. inhibition, % at 8.3 µM. 370,000 tested, 0.21% active. AID 720509. Fibrin DD(E) TRITC-Tn6 fluorescence polarization displacement. P02675;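 active means inhibition above a per-campaign cutoff: mean of compounds within control limits plus 3 SD, cut at about 15% in these data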;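 further: 0% = median of all compound wells on the plate and 100% = blocking peptide control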
# GC-A act: GC-A (human) enzyme activation | P16066 | HEK293 GC-A cells, cGMP TR-FRET, EC30 ANP; 0% at EC30 ANP, 100% saturating ANP | activation, % at 10 µM | 370,000 tested, 0.14% active; in the data active means activation above about 40%
# Target sequence (P16066 whole entry, looked up): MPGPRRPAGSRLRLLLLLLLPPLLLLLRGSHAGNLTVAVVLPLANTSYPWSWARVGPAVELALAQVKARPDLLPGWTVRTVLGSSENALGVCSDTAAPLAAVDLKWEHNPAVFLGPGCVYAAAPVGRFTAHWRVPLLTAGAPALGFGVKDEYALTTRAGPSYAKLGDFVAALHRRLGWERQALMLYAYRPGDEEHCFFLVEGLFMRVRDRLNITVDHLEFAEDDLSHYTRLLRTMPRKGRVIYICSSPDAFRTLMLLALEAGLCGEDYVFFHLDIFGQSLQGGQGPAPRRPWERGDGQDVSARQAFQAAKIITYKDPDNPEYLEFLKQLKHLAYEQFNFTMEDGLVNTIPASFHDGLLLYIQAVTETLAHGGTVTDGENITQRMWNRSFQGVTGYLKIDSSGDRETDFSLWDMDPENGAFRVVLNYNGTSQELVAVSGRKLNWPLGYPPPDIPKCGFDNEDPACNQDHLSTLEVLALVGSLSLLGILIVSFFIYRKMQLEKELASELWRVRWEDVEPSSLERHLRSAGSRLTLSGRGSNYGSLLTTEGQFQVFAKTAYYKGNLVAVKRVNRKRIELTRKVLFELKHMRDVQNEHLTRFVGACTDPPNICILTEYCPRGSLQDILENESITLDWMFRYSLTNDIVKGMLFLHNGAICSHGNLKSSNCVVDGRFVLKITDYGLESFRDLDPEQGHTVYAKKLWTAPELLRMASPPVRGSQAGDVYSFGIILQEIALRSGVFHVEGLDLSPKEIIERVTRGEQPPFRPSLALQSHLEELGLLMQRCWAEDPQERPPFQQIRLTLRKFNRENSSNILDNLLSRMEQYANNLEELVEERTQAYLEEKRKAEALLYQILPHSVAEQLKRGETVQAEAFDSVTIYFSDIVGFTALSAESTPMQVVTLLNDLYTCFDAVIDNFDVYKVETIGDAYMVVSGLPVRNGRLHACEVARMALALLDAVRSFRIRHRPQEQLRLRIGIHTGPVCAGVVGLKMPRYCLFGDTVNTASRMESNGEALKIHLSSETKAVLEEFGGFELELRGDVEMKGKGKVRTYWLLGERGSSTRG
# An asterisk follows results filed as active; i = inactive; . = no result given.
SMILES,ADAM10 inh,rCAG binder,ASAP1 inh,HGIII-sPLA2 inh,GAA850 FXN act,proKLK7 act,ARFGAP1 inh,GC-B act,DDE Tn6 FP inh,GC-A act
O=C(NCCN1CCOCC1)c1ccc2c(c1)N(Cc1cccc(F)c1)C(=O)c1ccccc1S2,3.9,0.0,-6.3,-17.5,-2.7,-0.1,18.6,-6.2,-2.2,-1.4
CC(C)c1ccc(S(=O)(=O)N2CCN(CC(=O)c3ccc(O)c(O)c3)CC2)cc1,-6.9,10.2,-7.3,0.1,2.3,-0.3,-6.7,2.5,4.1,-1.7
O=C(CSc1nc2ccccc2o1)Nc1ccccc1N1CCCCCC1,-6.4,3.5,0.4,-2.6,2.5,0.7,7.8,-6.0,-6.2,-2.8
CCCc1c(C(=O)N/N=C/c2ccc(-c3ccccc3)cc2)nnn1-c1nonc1N,-8.3,2.9,-1.4,10.7,-1.7,-0.5,3.1,8.8,1.1,4.2
O=C(NN=Cc1ccccc1O)C(=O)Nc1ccc(F)cc1,0.8,4.5,-2.3,-7.7,.,-0.3,6.9,-5.5,6.5,4.6
Cc1cc(S(=O)(=O)N2CCOCC2)ccc1OCC(=O)Nc1ccc(F)cc1F,0.2,4.9,7.5,13.5,3.4,-0.7,9.0,-3.9,-5.0,-0.1
COCCNC(=O)CCCn1c(=O)c2ccccc2n(CC(=O)NCCC2=CCCCC2)c1=O,-5.0,-4.8,9.2,9.9,1.7,-0.1,7.2,0.8,4.7,3.7
COc1cccc(Cn2c(C(C)n3c(-c4cnccn4)nc4ccccc43)nc3ccccc32)c1 (stereo not drawn),-20.6,2.0,4.1,2.9,.,3.9,-5.0,-32.0,2.8,-25.0
CC(=O)OCC(=O)C1(O)CCC2C3CC(F)C4=CC(=O)CCC4(C)C3C(O)CC21C (stereo not drawn),3.6,-0.1,10.8,4.1,2.0,0.6,4.2,-6.1,-3.1,-0.7
CCN(c1cccc(C)c1)S(=O)(=O)c1ccc2c3c(cccc13)C(=O)N2,-15.3,11.9,4.3,-27.5,1.8,-1.4,-6.4,4.7,1.5,-0.3
COc1ccccc1N1CCN(CCC(=O)Nc2ccc(F)cc2)CC1,-0.6,-4.8,2.7,-0.3,4.1,0.1,-1.3,-0.2,-7.9,-2.0
CSc1nc(C)cc(OCCO)n1,-15.2,-0.9,3.2,8.2,0.5,-0.2,-1.5,-6.1,-0.6,1.1
Cc1noc(C)c1S(=O)(=O)N(CC(=O)NCc1ccccc1)c1ccc(C(C)C)cc1,15.0,-2.4,2.4,0.3,0.9,0.1,-2.7,-0.7,-1.5,-2.4
CCOC(CCNC(=O)c1cc(-c2cccs2)nc2ccccc12)OCC,i,-2.1,4.2,1.6,-3.0,32.2*,1.5,5.4,9.1,-1.0
CCOC(=O)c1ccc(-n2c(CN3CCN(CC)CC3)nc3ccc([N+](=O)[O-])cc3c2=O)cc1,3.2,0.2,5.8,-7.3,0.7,0.8,-5.8,-2.5,4.6,4.8

# Entries of single compounds as entered above:
# Listed for CC(=O)OCC(=O)C1(O)CCC2C3CC(F)C4=CC(=O)CCC4(C)C3C(O)CC21C (stereo not drawn) = ADAM10 inh: 3.6; rCAG binder: -0.1; ASAP1 inh: 10.8; HGIII-sPLA2 inh: 4.1; GAA850 FXN act: 2.0; proKLK7 act: 0.6; ARFGAP1 inh: 4.2; GC-B act: -6.1; DDE Tn6 FP inh: -3.1; GC-A act: -0.7
# Listed for O=C(NCCN1CCOCC1)c1ccc2c(c1)N(Cc1cccc(F)c1)C(=O)c1ccccc1S2 = ADAM10 inh: 3.9; rCAG binder: 0.0; ASAP1 inh: -6.3; HGIII-sPLA2 inh: -17.5; GAA850 FXN act: -2.7; proKLK7 act: -0.1; ARFGAP1 inh: 18.6; GC-B act: -6.2; DDE Tn6 FP inh: -2.2; GC-A act: -1.4

# Next entries:
SMILES,ADAM10 inh,rCAG binder,ASAP1 inh,HGIII-sPLA2 inh,GAA850 FXN act,proKLK7 act,ARFGAP1 inh,GC-B act,DDE Tn6 FP inh,GC-A act
O=C1CSC(=S)N1/N=C/c1c(F)cccc1F,-0.7,8.1,-0.7,0.7,1.1,0.3,4.2,-1.1,-4.8,0.6
COc1cccc(OCc2nnc3n2N=C(c2ccccc2)C(CC(=O)O)S3)c1 (stereo not drawn),-1.5,19.7,8.0,-7.7,-0.7,-0.3,3.0,1.6,4.2,0.5
CCCS(=O)(=O)N1CCCC(C(=O)Oc2ccc(Cl)cc2)C1 (stereo not drawn),-1.7,-1.7,12.7,-5.2,0.5,0.3,-2.6,-6.5,-5.9,-1.7
O=C(NCCC(=O)N1CCN(C(=O)c2ccco2)CC1)c1ccccc1Cl,2.9,3.3,0.1,-5.4,2.3,-0.4,2.0,4.1,7.5,-1.0
CC(NC(=O)COC(=O)Cc1cccs1)c1ccc(F)cc1 (stereo not drawn),4.5,7.2,3.8,2.0,0.6,0.1,5.2,0.3,-6.0,-0.2
O=C1CCCc2nn(-c3ccccc3)nc21,0.8,-1.6,14.7,-5.0,0.7,0.2,7.7,-9.4,3.2,3.1
CCNC(=O)C1(C)CCN1C(=O)Cc1ccc(C(C)C)cc1 (stereo not drawn),2.2,1.8,5.0,-1.2,-1.1,0.7,7.5,1.4,-4.2,2.5
COc1cccc(-c2c(C#N)c(SC)nc3cc(C)nn23)c1,-8.4,-2.5,-1.0,8.0,1.5,-0.2,-0.2,0.6,-3.7,2.2
CCOC(=O)C(CCCOc1ccc(C)cc1)C(=O)OCC,4.5,-8.1,9.6,-0.4,-0.7,0.0,0.4,-2.4,4.8,0.7
CCOC(=O)c1ccc(NC(=O)c2nc[nH]c2C(=O)NCCCNC(=O)c2[nH]cnc2C(=O)Nc2ccc(C(=O)OCC)cc2)cc1,0.5,2.1,-0.8,-2.0,0.9,-0.1,-7.0,1.4,-3.9,-0.4
COc1cc(C(c2c(O)cc(C)[nH]c2=O)c2c(O)cc(C)[nH]c2=O)ccc1O,-2.5,-2.0,23.3,2.3,1.6,0.1,20.2,-1.2,0.3,-0.6
C=C(C)C(=O)N1CC2(CC(c3cccc(NC(=O)CCCCC)c3)=NO2)C[C@H]1C(N)=O (stereo partly drawn),-5.5,0.6,-8.4,4.1,0.9,-0.1,8.5,6.8,-4.4,1.4
CCOC(=O)c1cc(C(=O)Nc2ccc(S(=O)(=O)Nc3ccc(OC)cc3)cc2)nn1C,7.7,12.4,11.3,-48.3,1.7,0.4,7.1,-2.0,-4.7,-5.4
COCCCn1c(=O)c2sccc2n2c(CCCC(=O)N3CCN(c4ccccn4)CC3)nnc12,-5.8,-7.6,-8.5,3.7,-1.3,-0.6,5.0,-2.9,1.9,0.6
C=CCN(CC=C)C(=O)C1CCN(S(=O)(=O)c2ccc(-n3cnnn3)cc2)CC1,4.0,4.2,-18.0,0.1,-0.2,1.1,7.1,0.2,2.7,-1.3
COCCn1ccc2c(OCC(=O)NCCc3ccccc3)cccc2c1=O,-34.2,-3.7,1.9,5.3,1.8,-0.2,-4.3,0.8,5.4,-0.7
CN1CCCN(Cc2nc(-c3ccc(Cl)cc3)no2)CC1,-3.0,-2.3,11.1,-1.0,2.9,0.6,1.9,-5.6,6.5,8.7
COc1ccccc1OCC(O)Cn1c(=N)n(CCN2CCCCC2)c2ccccc21 (stereo not drawn),-3.5,7.3,3.1,1.3,-4.5,-0.1,11.2,0.9,0.3,-0.7
CCOC(=O)C1(NC(=O)C2(N3C(=O)c4ccccc4C3=O)CCCC2)CCCC1,-7.5,-1.2,0.3,2.1,2.2,-0.3,-2.1,-0.4,2.3,-5.5
CCOC(=O)c1c(S(=O)(=O)NCC(=O)NCc2ccccc2Cl)c(C)n(C)c1C,5.6,-2.9,-6.4,-1.6,2.4,0.9,-0.2,-1.4,3.5,-0.4
CC(=O)C1=C(C)NC(C)=C(C(C)=O)C1c1ccccc1,-7.8,-1.3,5.2,6.3,0.1,0.2,2.5,1.6,5.8,2.5
CCNS(=O)(=O)c1ccc(CCC(=O)NCc2ccc(C)cc2)cc1,3.3,-1.4,-11.3,1.1,-1.0,0.1,-0.7,-3.4,-7.6,-1.8
CSc1ccccc1-n1nnnc1SCC(=O)Nc1ccccc1C,-8.8,0.6,15.4,-12.7,-3.7,-0.3,3.0,5.0,0.5,1.7
Cn1cc([N+](=O)[O-])c(C(=O)NC2CCCC2)n1,-3.4,0.3,2.7,4.8,1.4,-0.2,5.6,-3.6,-0.1,-1.4
O=C(N/N=C/c1cccc(OC(=O)N2CCOCC2)c1)c1cccs1,-1.1,-2.4,-4.3,-5.5,5.2,0.2,-8.3,-6.1,-5.8,1.6
Fc1ccc(/C=C\c2nccc3c2[nH]c2ccccc23)cc1,-255.5,9.1,17.7,-25.2,5.9,-18.6,16.8,-3.2,-12.0,1.2
Cc1nc(C(F)(F)F)c(C(=O)N=CN(C)C)s1,-0.3,-1.0,-8.7,2.8,-1.1,-0.1,7.2,1.1,7.5,-2.3
COc1ccc(-c2cc(NC(C)=O)c3ncc(-c4cccc(C(F)(F)F)c4)n3c2)c(OC)c1,-8.6,7.7,13.4,-9.3,2.0,0.9,-12.3,-7.3,8.3,-0.6
Cc1ccc(S(=O)(=O)CCC(=O)OC(C)C(=O)c2c(C)[nH]c3ccccc23)cc1 (stereo not drawn),-7.9,-3.0,4.3,5.9,2.8,-0.3,9.9,2.6,-1.4,6.1
CCOC(=O)c1ccccc1NC(=O)Cc1ccc(S(=O)(=O)N2CCCC2)s1,-27.5,9.2,1.8,-31.1,1.9,3.1,-9.2,0.1,-4.5,-1.0
O=S(=O)(c1ccccc1)N(Cc1nc(-c2ccccc2)no1)C1CCCCC1,16.6,4.3,9.6,-4.5,2.3,0.9,-4.6,-2.7,-2.6,-2.3
COc1ccc(CCn2cnc(=O)c(C#N)c2C)cc1OC,-8.4,-0.6,-12.3,4.4,0.0,-0.6,-2.4,1.3,-4.2,-2.9
CC(C)(C)C(C(=O)O)N1CCS(=O)(=O)CC1 (stereo not drawn),5.5,-3.3,10.6,-0.5,2.7,0.7,10.1,3.1,5.5,5.7
COc1cc(C=O)ccc1OCc1cccc(Br)c1,0.5,0.4,-4.1,-2.3,3.0,0.0,-9.9,4.3,9.1,4.0
Cc1ccc(-n2cc(-c3ccccc3)[nH]c2=O)cc1F,-2.1,1.9,-8.4,-14.4,-0.5,-0.1,9.1,1.9,5.5,2.2
Cc1cc(C)cc(-n2ncc3c2CCCC3NC(=O)CCN2CCCC2=O)c1 (stereo not drawn),0.3,-7.0,4.7,5.2,-1.2,0.0,11.4,5.2,1.4,-0.6
Cn1nnc(NC(=S)NC(=O)c2cccs2)n1,6.1,0.4,3.7,3.0,-1.7,0.0,4.0,2.2,-5.5,0.3
Cc1c(N)cc(C(=O)N2CCOCC2)cc1[N+](=O)[O-],1.4,-0.9,-3.4,4.0,-0.2,0.1,1.5,-2.1,0.4,-2.9
CCOC(=O)Cc1csc(NS(=O)(=O)c2ccc(Br)cc2)n1,1.1,21.0,4.5,-20.7,-0.1,-0.2,-9.4,-0.9,4.4,3.6
Cn1c(SCC(=O)NCCN2C(=O)CSC2=O)nc2ccccc2c1=O,-0.9,6.0,-6.4,-4.5,2.8,0.7,0.9,1.9,5.3,3.8

# Bioassay records: PubChem, several laboratories
